Screening data (PubChem)
Anthrax LF inh2 = Bacillus anthracis LF protease inhibitors, primary screen, biochemical, multiplex microsphere, MLPCN library; inhibition, % at 10 µM; Lethal factor (Bacillus anthracis), P15917; hit rate 0.12% among 360,000; AID 588501, 2011; multiplex microsphere protease cleavage assay; further: plate controls were buffer without enzyme for full effect and enzyme alone for no effect
Target sequence (P15917 whole entry, looked up): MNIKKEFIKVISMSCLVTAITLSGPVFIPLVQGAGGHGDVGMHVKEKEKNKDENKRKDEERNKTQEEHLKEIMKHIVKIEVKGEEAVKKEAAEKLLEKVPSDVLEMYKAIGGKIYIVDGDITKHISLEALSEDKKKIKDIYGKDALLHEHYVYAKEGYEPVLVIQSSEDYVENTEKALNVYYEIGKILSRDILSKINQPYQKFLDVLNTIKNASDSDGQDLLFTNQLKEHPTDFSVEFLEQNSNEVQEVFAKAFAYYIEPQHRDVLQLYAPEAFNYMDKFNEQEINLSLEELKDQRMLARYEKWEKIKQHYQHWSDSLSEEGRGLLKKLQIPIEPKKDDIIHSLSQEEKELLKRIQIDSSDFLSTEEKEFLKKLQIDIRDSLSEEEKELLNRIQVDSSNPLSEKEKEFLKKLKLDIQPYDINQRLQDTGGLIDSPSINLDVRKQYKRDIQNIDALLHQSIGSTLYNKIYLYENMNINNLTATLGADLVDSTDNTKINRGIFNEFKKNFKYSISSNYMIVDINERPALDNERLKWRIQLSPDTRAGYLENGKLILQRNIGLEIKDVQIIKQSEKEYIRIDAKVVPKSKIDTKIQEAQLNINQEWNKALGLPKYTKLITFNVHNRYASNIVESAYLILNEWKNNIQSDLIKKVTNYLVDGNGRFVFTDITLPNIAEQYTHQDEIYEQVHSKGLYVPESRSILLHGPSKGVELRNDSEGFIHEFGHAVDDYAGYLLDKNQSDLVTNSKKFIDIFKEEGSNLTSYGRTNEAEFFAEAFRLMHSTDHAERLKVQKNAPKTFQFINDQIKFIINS
3CLpro inhibitor = SARS-CoV 3CLpro protease inhibitors, primary screen, biochemical, quenched FRET. Replicase polyprotein 1ab (Severe acute respiratory syndrome coronavirus), P0C6X7. inhibition, % at 6 µM. recombinant SARS-CoV 3CLpro, quenched FRET peptide cleavage. hit rate 0.14% among 290,000; in the data active means inhibition above about 12%
Yp Topo-I inh = Yersinia pestis topoisomerase I inhibitors, primary screen, biochemical, cleavage product accumulation, plate reader, single point | Y. pestis Topo-I cleavage product accumulation | activity, % at 10 µM | hit rate 0.064% among 360,000 | AID 504884, 2011; in the data active means activity above about 50%, passing the limit was not always enough; inconclusive means no clear call, values can overlap the other calls; further: inactives centre near 2
VHR inh abs = VHR1 phosphatase inhibitors, primary screen, biochemical, absorbance, uHTS | inhibition, % at 13.3 µM | hit rate 0.52% among 290,000 | recombinant VHR phosphatase, pNPP absorbance; in the data active means inhibition above about 50%; further: some compounds called inactive have numbers as strong as hits
Target sequence (P51452 whole entry, looked up): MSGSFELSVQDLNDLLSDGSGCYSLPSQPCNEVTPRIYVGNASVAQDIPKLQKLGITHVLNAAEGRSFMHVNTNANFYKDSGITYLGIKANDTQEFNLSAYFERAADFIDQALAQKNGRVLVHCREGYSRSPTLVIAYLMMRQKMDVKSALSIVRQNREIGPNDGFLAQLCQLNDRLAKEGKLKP
TcdB inh = TcdB glycohydrolase inhibitors, primary screen, biochemical, single point, plate reader; Toxin B (Clostridioides difficile), P18177; TcdB glycohydrolase enzymatic assay; inhibition, % at 9.99 µM; hit rate 0.24% among 350,000; in the data active means inhibition above about 10%
PriA SSB inh = inhibitors of Klebsiella pneumoniae PriA binding to SSB C-terminal tail, primary screen, biochemical, AlphaScreen; inhibition, % at 33 µM; AID 1272365, 2023; AlphaScreen SSBct-PriA binding, biotinylated peptide; hit rate 0.6% among 430,000; PriA–SSB C-terminal tail interaction (Klebsiella pneumoniae); in the data active means inhibition mostly above about 37%, no sharp cut-off; inactive means mostly below about 20%;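 further: plate controls were negative control peptide for no effect and reference peptide for full effect; strong numbers were not always called active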
BoNT-A LC inh2 = BoNT/A light chain protease inhibitors, primary screen, biochemical, flow cytometry, MLPCN library; Botulinum neurotoxin type A light chain protease (Clostridium botulinum A str. ATCC 3502); multiplex microsphere protease substrate cleavage; inhibition, % at 10 µM; hit rate 0.17% among 360,000; AID 588499, 2011; further: plate controls were buffer without enzyme for full effect and enzyme alone for no effect
BH1578 lux ind = inducers of Vibrio cholerae quorum light production without autoinducers, primary screen, BH1578 luxS cqsA deficient, single point; hit rate 0.16% among 350,000; V. cholerae BH1578 lux reporter, luminescence, 6 h; activation, % at 18.7 µM; in the data active means activation mostly above about 9.7%, no sharp cut-off; inconclusive means no clear call, values can overlap the other calls; inactive means mostly below about 3.7%; further: not every result past the cut was called active; inactives centre near 0; reference of the scale not given here
PfHsp40 rescue = rescue of yeast from PfHsp40 toxicity, primary screen, S. cerevisiae, ATP luminescence. growth rescue, % at 12.5 µM. hit rate 0.68% among 340,000. S. cerevisiae expressing PfHsp40, growth rescue. AID 504582, 2011; in the data active means growth rescue above about 28%, passing the limit was not always enough; inconclusive means no clear call, values can overlap the other calls;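 further: yeast W303a lacking pdr1 and pdr3 grown in galactose medium; growth measured after three days at 30 °C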
CCHF vOTU inh = CCHFV vOTU protease inhibitors, primary screen, biochemical, Pep-AMC substrate, fluorescence; hit rate 0.55% among 370,000; AID 651958, 2012; Crimean-Congo hemorrhagic fever virus L polyprotein viral ovarian tumor (vOTU) protease …; inhibition, % at 11.5 µM; in the data active means inhibition above about 30%; further: 0% = vehicle wells with enzyme and 100% = no enzyme wells
* marks the source's active call; other numbers are inactive results; i = inactive; ? = inconclusive; . = not tested or not shown. Unless noted, no stated cut-off is given here; in the data, active means inhibition above about 30%; inconclusive means no clear call, values can overlap the other calls; inactive means below that.

Structure | Anthrax LF inh2 | 3CLpro inhibitor | Yp Topo-I inh | VHR inh abs | TcdB inh | PriA SSB inh | BoNT-A LC inh2 | BH1578 lux ind | PfHsp40 rescue | CCHF vOTU inh
CC(C)C[C@@H](CN1CCC[C@@H]1CN1C(=S)NC[C@@H]1Cc1ccc(O)cc1)N1C[C@H](Cc2ccc(O)cc2)N(CCc2ccccc2)C1=S | -5.1 | . | . | . | -0.6 | . | 0.1 | . | . | 29.7*
COC(=O)C1=C(c2ccc(-c3ccccc3)c(F)c2)C[C@@H]2CC[C@H]1N2C(=O)NCCOc1ccccc1 | -3.1 | . | 20.0 | . | -3.9 | 0.7 | -0.5 | i | 0.1 | 28.1
Cn1ncc([N+](=O)[O-])c1C(=O)Nc1ccc(C2CCCCC2)cc1 | -9.2 | 4.5 | 7.0 | 21.9 | 0.1 | -6.8 | -0.7 | -0.4 | . | -4.1
COc1ccccc1CNC(=O)CNC(=O)Cn1cnc2ccccc2c1=O | 1.1 | 1.3 | -5.4 | -7.5 | . | 1.4 | 0.2 | -0.7 | -0.9 | 6.7
O=C(Oc1ccccc1Cl)C1CCN(C(=O)c2ccc(F)cc2)CC1 | 0.6 | . | -5.7 | . | -6.7 | 7.2 | 0.5 | -2.9 | -0.4 | 5.4
C=CCNC(=O)c1onc(CCl)c1C(=O)OC | -7.6 | -0.5 | -10.6 | -1.1 | 1.1 | -4.4 | 0.4 | i | 0.1 | -9.3
CCc1nnc(NC(=O)CSc2nnc(COc3ccccc3C)o2)s1 | 2.3 | 1.4 | 13.0 | 24.9 | . | -14.5 | -0.5 | -0.3 | -0.5 | 4.6
COc1ccc(CN(C)CC(=O)Nc2sc3c(c2C#N)CCC3)c(OC)c1 | -9.1 | 1.7 | 18.1 | -28.4 | -0.4 | -1.3 | 0.2 | -1.0 | -1.0 | 18.3
CCOc1ccc(S(=O)(=O)N2CCC(C(N)=O)CC2)c2ccccc12 | -1.4 | -7.5 | 10.7 | 14.3 | . | -2.8 | 0.8 | 5.4 | -0.7 | 4.4
C=Cc1ccc(Cn2c(C)c(C(=O)NCCC#N)sc2=O)cc1 | -4.9 | . | 3.1 | . | -1.4 | . | -0.4 | 0.4 | . | 1.7
Cc1cccc(N2CC(=O)N(c3cccc(C)c3)CC2=O)c1 | 7.1 | 0.8 | -1.1 | 17.9 | . | -13.1 | 0.0 | 0.2 | -2.1 | -1.2
CN(CC(=O)Nc1ccc(F)cc1)C(=O)c1ccccc1OCc1ccc(F)cc1 | -0.3 | -0.5 | 11.8 | 5.0 | 2.4 | -7.1 | 2.7 | 3.3 | -0.2 | 29.1
CC1(C)NC(=O)N(CC(=O)OCC(=O)N2CCN(S(=O)(=O)c3ccccc3)CC2)C1=O | -2.3 | . | -3.4 | . | 1.4 | -0.4 | -3.7 | i | -1.2 | 21.2
c1ccc2c(-c3nnc(SCc4cn5ccccc5n4)o3)c[nH]c2c1 | 2.1 | -2.5 | 14.3 | 17.5 | . | -10.7 | -0.3 | -5.3 | 1.0 | -5.1
C[C@H](CO)N1C[C@H](C)[C@@H](CN(C)CC2CCCCC2)Oc2ccc(NS(C)(=O)=O)cc2C1=O | 4.6 | . | 1.5 | . | 0.6 | -2.3 | -0.3 | -0.2 | -0.6 | -2.3
Cc1ccc(NC(=O)C2CCN(S(=O)(=O)c3ccc4ccccc4c3)CC2)nc1 | -2.5 | . | 18.1 | . | 3.1 | 0.1 | 0.1 | -0.9 | 1.1 | -1.5
Cc1ccc(C(=O)COC(=O)CNC(=O)CNC(=O)c2ccc(C)cc2)cc1 | -1.8 | -0.7 | 5.1 | -3.6 | . | -1.4 | -1.6 | i | 0.4 | -12.0
O=C(NC(=S)NCc1cccnc1)c1cc(Br)ccc1Cl | ? | 4.4 | 9.1 | 28.6 | 1.1 | 11.0 | 0.8 | i | 1.3 | 9.7
CN(C)S(=O)(=O)N1CCC(Oc2cccc(C(=O)NC3CCCCC3)c2)CC1 | -1.1 | -2.8 | 20.9 | 7.1 | 1.8 | -6.4 | -0.9 | -0.2 | -1.3 | 16.7
CC(C)(C)N(Cc1cc2ccccc2[nH]c1=O)C(=O)c1ccco1 | -4.2 | 0.8 | 8.2 | -10.7 | -0.7 | -6.4 | -0.6 | -0.5 | -3.0 | -12.2
COC(=O)C1=C2SC(C)C(=O)N2C(N)=C(C#N)C1c1ccc(OC)c(OC)c1 (stereo unspecified) | 0.9 | -5.3 | -2.1 | -6.2 | . | 0.3 | -0.2 | i | 1.2 | 0.5
CCN(CC)N=O | -9.9 | . | 0.6 | . | -1.1 | 2.2 | -0.5 | -0.3 | 11.9 | -1.5
Cc1ccc(C2=NS(=O)(=O)N(C)C(C(=O)NCc3ccc4c(c3)OCO4)=C2)cc1 | -5.0 | -1.1 | 12.4 | 25.2 | 5.7 | 2.7 | -0.6 | 0.2 | -0.1 | -0.8
Oc1ccc(Cl)cc1-c1cc(-c2ccco2)[nH]n1 | -4.6 | -1.6 | -13.6 | 13.2 | . | 14.7 | -0.2 | i | 0.8 | 10.8
CCC(=O)NC(=S)Nc1cccc(NC(=O)c2ccccc2Cl)c1 | -1.5 | -3.6 | -1.3 | 23.1 | . | 3.9 | 0.0 | -0.3 | 0.7 | 20.0
CC1c2ccccc2-c2ccccc2N1C (stereo unspecified) | -1.6 | . | 1.3 | . | 0.1 | -0.6 | 0.5 | -2.9 | -0.1 | -11.2
Cc1ccc(-n2c(N)c(C(=O)Nc3ccccc3F)sc2=S)cc1C | -0.2 | -2.9 | -3.6 | 12.4 | -0.8 | 20.6 | -0.2 | -0.5 | 0.2 | 7.9
O=C1OCCC1Sc1nnc(-c2ccc3c(c2)OCO3)o1 (stereo unspecified) | -3.0 | 5.3 | 0.3 | 17.4 | -1.2 | -2.2 | -1.0 | 0.7 | 1.8 | 4.7
C=CCn1c(COc2ccccc2)nnc1SCC(=O)N/N=C/c1cc(Cl)ccc1O | -4.1 | -4.8 | 14.2 | 7.2 | . | . | 0.0 | -0.7 | 43.8* | 9.8
CC(NC(=O)c1ccc(Br)s1)C1CCCO1 (stereo unspecified) | -1.3 | 2.5 | -4.5 | -29.5 | 1.5 | -0.3 | -0.8 | 0.4 | -0.2 | .
COc1ccc(C(CC(=O)O)NC(=O)c2ccccc2[N+](=O)[O-])cc1 (stereo unspecified) | 9.8 | -0.1 | -6.7 | -6.2 | 2.1 | -6.7 | -0.5 | -0.3 | -2.1 | 3.6
CCN1CCN(c2cc(C(C)C)nc3c(-c4ccccc4)c(C)nn23)CC1 | ? | 5.2 | 7.8 | 7.4 | 1.1 | -26.2 | -4.9 | -0.6 | . | 2.0
O=C(CC1CC2CCC1C2)N1CCN(S(=O)(=O)c2ccccc2C(F)(F)F)CC1 (stereo unspecified) | 0.4 | . | 35.7 | . | 0.7 | -14.5 | 3.5 | -0.6 | 3.7 | -0.3
CCOc1ccc(-c2nnn(CC(=O)N3CCN(c4ccc(F)cc4)CC3)n2)cc1OCC | 5.1 | -3.6 | 5.3 | -8.6 | . | 2.9 | 0.1 | i | 0.4 | -5.2
CCN=C1SC(C(=O)Nc2cccc(OCC)c2)CC(=O)N1CC (stereo unspecified) | -1.3 | -0.4 | 5.9 | 42.1 | . | -4.2 | -0.1 | 5.0 | 0.6 | -15.3
Cc1cc(=O)[nH]c2n[nH]c(-c3ccccc3)c12 | -3.0 | -0.5 | -3.9 | 21.1 | . | -21.4 | 0.2 | -0.6 | -0.5 | -6.7
COc1cc(C(=O)Nc2c(C)cc(C)cc2C)c(-n2cnnn2)cc1OC | 1.1 | 0.5 | -4.8 | -25.0 | . | -5.9 | -0.5 | -0.4 | 0.6 | 1.6
O=C(COC(=O)c1c(F)cccc1F)Nc1ccc2c(c1)OCO2 | 1.6 | . | 2.5 | . | 0.9 | -7.8 | 1.8 | -0.3 | -0.9 | -5.5
Cc1cc(OCC(=O)O)c2ccccc2n1 | 0.5 | 0.6 | -1.1 | 18.7 | . | -9.4 | 0.1 | -0.1 | -1.5 | 19.2
CN1CCN(CCCNC(=O)c2ccc(/C=C3/Sc4ccccc4N(Cc4cccc(Cl)c4)C3=O)cc2)CC1 | -6.1 | 5.7 | -23.8 | 19.9 | 3.2 | 27.1 | -0.5 | i | -1.9 | -10.8
CCC(C)(C)C1CCC2(CC1)NC(=O)N(CC(=O)N1CCN(c3ccccc3OC)CC1)C2=O (stereo unspecified) | -4.5 | . | -1.2 | . | 0.2 | . | -0.2 | i | . | -2.6
O=C(CCCNS(=O)(=O)c1ccc(Cl)c(Cl)c1)NCCc1ccccn1 | 0.8 | -0.5 | 7.7 | -0.6 | -1.7 | 6.9 | -1.0 | 1.3 | 0.3 | -1.3
COc1cc(S(=O)(=O)N2CCC(N3CCCCC3)CC2)ccc1-n1cnnn1 | -4.2 | 4.9 | -1.7 | 6.0 | . | -10.4 | -0.5 | -1.2 | -0.4 | 5.2
COc1ccc(NS(=O)(=O)c2ccc(O)c(C(=O)OCC(=O)Nc3ccc4c(c3)OCCO4)c2)cc1 | -1.4 | 0.9 | 3.0 | 0.1 | . | -1.6 | -0.6 | -0.2 | 0.9 | 11.1
CCOc1ccc(C2C([N+](=O)[O-])=C(C)N(C)C(=O)N2C)cc1OC (stereo unspecified) | -6.3 | 4.2 | 5.4 | 12.2 | 1.6 | -3.1 | -1.0 | -0.2 | -1.3 | 1.0

Nothing new here: an excerpt of the list.
Structure | Anthrax LF inh2 | 3CLpro inhibitor | Yp Topo-I inh | VHR inh abs | TcdB inh | PriA SSB inh | BoNT-A LC inh2 | BH1578 lux ind | PfHsp40 rescue | CCHF vOTU inh
O=C(COC(=O)c1c(F)cccc1F)Nc1ccc2c(c1)OCO2 | 1.6 | . | 2.5 | . | 0.9 | -7.8 | 1.8 | -0.3 | -0.9 | -5.5
Cc1cc(OCC(=O)O)c2ccccc2n1 | 0.5 | 0.6 | -1.1 | 18.7 | . | -9.4 | 0.1 | -0.1 | -1.5 | 19.2

Going on with the list:
Structure | Anthrax LF inh2 | 3CLpro inhibitor | Yp Topo-I inh | VHR inh abs | TcdB inh | PriA SSB inh | BoNT-A LC inh2 | BH1578 lux ind | PfHsp40 rescue | CCHF vOTU inh
CC(C)OC(=O)CSc1nnc(CNc2cccc(Cl)c2)n1C | -5.3 | -3.8 | -6.3 | 22.0 | . | -12.7 | -0.1 | -4.5 | -0.1 | 18.5
N/C(=N\OC(=O)c1ccc(Cl)c([N+](=O)[O-])c1)c1ccccn1 | -5.6 | -0.1 | -6.1 | -8.7 | 1.3 | . | -0.3 | -0.8 | 1.2 | 11.6
Cc1ccc(C)c(N2CCN(C(=O)CCc3nc4ccccc4[nH]3)CC2)c1 | 3.8 | -3.3 | 9.1 | 7.6 | 5.2 | 6.0 | 0.5 | 0.5 | 0.4 | 11.6
Cc1cccc(Nc2nnc(SCC3CCCCO3)s2)c1 (stereo unspecified) | -2.0 | 3.0 | 12.3 | 14.7 | 0.2 | -18.2 | -1.4 | -0.2 | 2.7 | 1.5

Not all compounds are listed; rates above refer to the full screens.
